Polio RdRp inh = inhibitors of poliovirus RNA polymerase binding and polymerization | P03300 | poliovirus polymerase elongation, fluorescence polarization; hits give low values | % elongation, % (compound at 16.7 µg/mL) | 150,000 tested, 0.66% active | AID 588519; in the data active means % elongation below about 90%; further: some results filed as inactive read as strong as hits
Target sequence (P03300 1749-2209 limits assumed): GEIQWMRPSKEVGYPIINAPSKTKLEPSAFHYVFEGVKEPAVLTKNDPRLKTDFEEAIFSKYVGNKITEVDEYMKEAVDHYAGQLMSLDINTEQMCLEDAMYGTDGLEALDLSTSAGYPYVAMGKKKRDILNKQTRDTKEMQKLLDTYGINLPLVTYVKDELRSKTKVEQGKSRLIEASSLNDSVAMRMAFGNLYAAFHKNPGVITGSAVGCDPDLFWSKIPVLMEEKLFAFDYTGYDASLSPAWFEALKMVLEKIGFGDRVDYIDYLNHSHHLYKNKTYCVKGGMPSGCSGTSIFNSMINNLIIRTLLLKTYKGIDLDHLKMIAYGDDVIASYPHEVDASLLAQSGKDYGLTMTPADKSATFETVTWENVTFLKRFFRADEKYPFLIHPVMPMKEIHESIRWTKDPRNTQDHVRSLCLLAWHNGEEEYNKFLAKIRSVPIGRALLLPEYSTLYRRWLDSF
Polio RdRp inh FP z-score = recorded beside Polio RdRp inh, whose call it bears; z-score; measured here: FP z-score; hits read low
* marks the source's active call; other numbers are inactive results.

SMILES	Polio RdRp inh	Polio RdRp inh FP z-score
COc1ccc(-c2nc(Cn3c(=O)cc(C)c4c(C)nn(-c5ccccc5)c43)c(C)o2)cc1OC	113	1.6
CCn1c2ccccc2c2nnc(N3CCC(C)CC3)nc21	103	0.5
CCN(C(=O)c1cnc2sccn2c1=O)c1ccccc1	101	-0.5
Clc1ccccc1OCc1nnc(-c2ccccc2)o1	104	0.4
O=C(C1CCCN(Cc2ccco2)C1)N1CCCCCC1 (stereo not given)	101	-0.2
CC(C)=NNc1nc(Cl)c(C#N)c(Cl)c1Cl	101	0.2
O=C1CN(C(=O)CSc2cccc[n+]2[O-])c2ccccc2N1	110	1
O=C1CN(C2c3ccccc3CC2NS(=O)(=O)c2ccccc2)CCN1 (stereo not given)	102	-0.1
Cc1ccc2c(c1)c1c3n2CCN(C=O)C3CCC1 (stereo not given)	102	0
COc1ccc(CCn2c3c(c(=O)[nH]c2=O)C(NC(=O)c2ccccc2F)(C(F)(F)F)C(=O)N3)cc1OC (stereo not given)	106	0.1
CCCC(=O)NCCc1nc2ccccc2[nH]1	100	-0.8
Cc1ccc(OCc2nnc(SCC(=O)CC(=O)Nc3ccccc3)o2)cc1	101	-0.1
O=c1c(Cl)c(N2CCOCC2)cnn1Cc1ccccc1	102	-0.1
O=C(Nc1cccc(C(=O)N2CCN(C(c3ccccc3)c3ccccc3)CC2)c1)c1ccco1	101	0.5
Cc1ccc(/C=C2/SC(=S)N(C(C)C(=O)O)C2=O)o1 (stereo not given)	99	-0.5
COC(=O)c1nnn(CC(=O)Nc2ccc(Br)c(C)c2)c1N	110	1.3
O=C(CO)c1c[nH]c2ccccc12	102	0.2
CCOC(=O)c1oc2nc(-c3ccccc3)cc(C)c2c1NC(=O)Nc1ccc(Cl)cc1	100	-0.4
Cc1noc(-c2ccc(-c3noc(-c4cccc(F)c4)n3)cc2)n1	105	-0.5
CCCCCC(=O)Nc1ccc(C(=O)CSc2nnc3n2CCCCC3)cc1	105	0.3
CSc1nccc(-c2ccc(Cl)cc2)n1	102	0
Cc1ccc(C2N=C(N)Nc3nc4ccccc4n32)cc1 (stereo not given)	105	0.1
CCOC(=O)/C=C1\SCC(=O)N1CCOC(=O)c1c(-c2ccccc2)noc1C	124	4.4
COc1ccccc1N1CCN(CCCC#N)CC1	101	-0.3
O=C(CCCSc1nnc(-c2cccs2)n1CC1CCCO1)c1ccccc1 (stereo not given)	104	0.1
SMILES	Polio RdRp inh	Polio RdRp inh FP z-score
COc1ccc(-c2nc(CSCC(=O)N3CCN(c4ccc(OC)cc4)CC3)c(C)o2)cc1	101	-0.6
COc1ccc(C(C(C#N)C#N)C2C(=O)N(Cc3ccccc3)N=C2C)cc1 (stereo not given)	101	-0.3
CC(=O)Nc1ccccc1NC(=O)C(C)C	102	0.4
NN(CCc1ccncc1)C1=NS(=O)(=O)c2ccccc21	103	0.2
CCCOc1ccc(C(=O)Nc2c(C(=O)c3ccc(C)cc3)oc3ccccc23)cc1	107	0.4
CN(C(=O)c1noc2c1CCCC2)c1ccccc1Cl	103	0.1
O=c1oc(-c2ccc(Cl)cc2)nnc1-c1ccccc1	105	0.4
CCNc1ncnc2c1cnn2-c1ccc(C)cc1	101	-0.1
CCCCn1c(CCC(=O)O)nc2cc(S(=O)(=O)N3CCOCC3)ccc21	100	-0.4
CNC(=O)C1CCCN(c2nnc(C)c3c(C)n(-c4ccccc4)nc23)C1 (stereo not given)	97	-1.5
O=C(CCC(=O)c1ccc(F)cc1)OC1CCOC1=O (stereo not given)	106	0.4
Cc1ccc(S(=O)(=O)N(O)c2ccc(Cl)cc2)cc1	99	-0.9
O=C1/C(=C\c2ccc(OC(F)F)cc2OC(F)F)Oc2cc(O)ccc21	49	-7.5
O=C(CCn1c(=O)sc2ccccc21)NCCCc1ccccc1	103	0.7
O=C(NC1CC(=O)N(c2ccccc2)C1)N1CCN(C(=O)c2ccco2)CC1 (stereo not given)	96	-1.5
COc1ccc(CCn2c(NCc3ccco3)nc3c2c(=O)[nH]c(=O)n3C)cc1	103	0.4
CCc1ccccc1NC(=O)Cn1c(=O)n(CCCCCC(=O)NCc2ccc(C)cc2)c(=O)c2sccc21	102	-0.6
CCN(CC)C(=O)CSc1nc2cc3c(cc2c(=O)n1CCCCCC(=O)NCCc1ccc(OC)c(OC)c1)OCO3	102	-0.8
CCC(Sc1nc2c(c(=O)[nH]1)CCC2)C(=O)Nc1cccc(OC)c1 (stereo not given)	102	-0.1
C=CCn1c(SCC#N)nc2c(c1=O)C1(CCCCC1)Cc1ccccc1-2	102	0.1
CCOc1ccc(C(=O)c2c(N)c(-c3nc(-c4ccc5c(c4)OCO5)cs3)c3ccccn23)cc1	105	-0.4
CC(C)(C)CC(=O)Nc1cccc2c1CCCC2	102	0.7
Cc1cccc(C)c1NC(=O)COC(=O)Cn1nnc(-c2ccccc2)n1	101	-0.1
CN(C)c1cccc(C(=O)OCc2ccc(C#N)cc2)c1	101	-0.1
C=CCn1c2ccccc2c2nnc(SCC(=O)NC3=NN=C(c4ccccc4)CS3)nc21	102	0
SMILES	Polio RdRp inh	Polio RdRp inh FP z-score
S=C(NCCCN1CCOCC1)Nc1ccccc1	101	-0.2
N#Cc1ccc(OCC(=O)Nc2ccncc2)cc1	101	0.2
COc1ccc(C)cc1NC(=O)c1cc2ccccn2n1	101	-1.1
O=C1Nc2ccc(Cl)cc2C12SCCS2	100	-0.5
COc1ccccc1OCc1nnc(SCC(=O)N(C)C)o1	102	0.2
CCOC(=O)C1CCN(C(=O)c2nn(-c3ccc(OC)c(Cl)c3)c(=O)c3c2c2ccccc2n3C)CC1	107	0.5
CCC(N)C12CC3CC(CC(O)(C3)C1)C2 (stereo not given)	101	-0.2
Cc1cc(C)n(-c2nc3cc(Cl)ccc3nc2Nc2ccc3c(c2)n(C)c(=O)n3C)n1	99	-0.1
Cc1cccc(N2CCN(c3ncnc4c3c(-c3ccccc3)cn4-c3ccccc3)CC2C)c1 (stereo not given)	103	-0.7
CCOc1ccccc1CNC(=O)c1ccc(NC(=O)N2CCSc3ncccc32)cc1	109	0.7
O=C(OCc1csc(-c2ccccc2)n1)c1ccccc1	101	-0.4
O=C(CN1CCC(C(=O)Nc2ccccc2)CC1)Nc1cc(C(F)(F)F)ccc1-n1cncn1	102	-0.2
CN1CCN(C(=O)Cc2ccccc2)CC1	101	0.3
CCN(CC)C(=O)C1CCN(c2nnc(C)c3c(C)n(-c4ccc(Cl)cc4)nc23)CC1	106	0
COc1ccc(CCNC(=O)c2cc3c(s2)-c2c(C)cccc2OC3)c(OC)c1	102	-0.8
O=C1CN(c2ccc(Cl)cc2)C2(CCCCC2)S1	101	0.2
CN(C)C(=O)CN1C(=O)c2ccccc2S1(=O)=O	104	0.1
Cc1cc(C)c2c(CC(=O)Nc3sc4c(c3C(=O)NCC3CCCO3)CCC4)coc2c1 (stereo not given)	100	-0.3
CCOC(=O)c1ccc(OCc2nc(-c3ccc(OC)c(OC)c3)no2)cc1	103	0.3
CCOC(=O)c1c(C)[nH]c(C(=O)C(C)OC(=O)C2CC(=O)N(CCc3ccccc3)C2)c1C (stereo not given)	106	0.5
COC(=O)c1ccc(NCC(=O)N2CC(C)CC(C)C2)cc1 (stereo not given)	102	0.2
Cc1cccc(NC(=O)Nc2nnc(N3CCCCC3C)s2)c1C (stereo not given)	105	0.8
Cc1ccc(NC(=O)c2cc(S(=O)(=O)NCCC3=CCCCC3)ccc2F)cc1F	99	-1.9
C=CCn1c(CNC(=O)c2cccs2)nnc1SCC(=O)c1ccc(Br)cc1	98	-0.7
C=CCn1c(CNC(=O)c2ccccc2)nnc1SCC(=O)N1CCN(c2ccccc2)CC1	99	-0.7
SMILES	Polio RdRp inh	Polio RdRp inh FP z-score
O=C(Nc1ccccc1)OCc1ccc(-c2cc(C(F)(F)F)cc(C(F)(F)F)c2)o1	103	-0.1
Cc1nc(-n2nc(C)c(Cc3ccccc3Cl)c2C)sc1C(=O)N1CCCCC1C (stereo not given)	107	0.3
CC(C)N1CN=C(Nc2nc3ccccc3o2)NC1	103	0.3
COc1ccc(N=Cc2ccc3ncccc3c2)cc1N	69	-12
CC(C)P(=O)(Cc1cccc(C#N)c1)C(C)C	102	0
O=C(/C=C/c1cn(-c2ccccc2)nc1-c1ccc(F)cc1)N1CCOCC1	103	-0.1
Cc1cc(C=Cc2ccc3cc(N(C)C)ccc3[n+]2C)c(C)n1-c1ccccc1	108	5.2
O=C(NCCCN1CCCC1)C(Cc1ccccc1)N1Cc2ccccc2C1=O (stereo not given)	103	0.5
CNC(=O)c1ccc2c(c1)N(Cc1cc(C)ccc1C)C(=O)c1ccccc1S2	110	0.7
CCCCN(CC)C(=O)c1ccccc1Oc1ccccc1	101	0.1
Cn1c(NC(=O)/C=C/c2ccccc2)cc(=O)n(C)c1=O	99	-0.7
CC(=O)Nc1c2c(nn1-c1ccccc1)CS(=O)(=O)C2	100	0
Cc1nc2ccc(NC(=O)/C=C/C(=O)O)cc2s1	104	0.3
O=C(NCCN1CCOCC1)c1cccc2ccccc12	103	-0.2
COC(=O)c1ccccc1NC(=O)Cn1ncc2c(C)n(Cc3ccc(F)cc3)c(C)c2c1=O	108	0.4
COc1cc2c(cc1OC)CN(C1CC(=O)N(CCc3ccccc3)C1=O)CC2 (stereo not given)	106	0.5
COC(=O)c1ccc2c(=O)n3nc(Nc4cc(OC)ccc4OC)sc3nc2c1	113	1.6
C[C@H]1O[C@@H](OC2CC[C@]3(C=O)[C@H]4CC[C@]5(C)[C@@H](C6=CC(=O)OC6)CC[C@@]5(O)[C@@H]4CC[C@]3(O)C2)C[C@H](O)[C@@H]1O (stereo not given in full)	102	0.3
Cc1ccc(CS(=O)(=O)c2cn(CC(=O)N(C)c3ccccc3)c3ccccc23)cc1	102	-0.8
CCCn1ccc2c(OCc3ccccn3)cccc2c1=O	102	-0.2
CCCOc1ccc(NC(=O)CC2C(=O)N(c3ccccc3)C(=O)N2Cc2ccc(F)cc2)cc1 (stereo not given)	104	-0.8
O=C(Cn1ncc2c3ccccc3n(Cc3ccccc3F)c2c1=O)N1CCC2(CC1)OCCO2	106	1.7
Cc1ccccc1Nc1cc(C(=O)NCCCN2CCN(c3cccc(Cl)c3)CC2)c2ccccc2n1	112	1.1
Clc1ccc(Cl)c(Nc2nc3cc(Cl)ccc3o2)c1	107	0.3
CSc1cccc(NC(=O)c2cccc(N3CCCS3(=O)=O)c2)c1	100	-0.4
SMILES	Polio RdRp inh	Polio RdRp inh FP z-score
O=C(Nc1ccc(Oc2ccccc2)cc1)C1c2ccccc2Oc2ccccc21	99	-0.7
CC(=O)Nc1nc(C(=O)O)cs1	102	0.1
COc1cc(CCC(=O)NCc2ccccc2)cc(OC)c1OC	102	0
C/C(CC12CC3CC(CC(C3)C1)C2)=N/O	101	-0.2
Cc1ccccc1CSc1nc2c([nH]c3ccccc32)c(=O)n1-c1ccccc1	98	-2.2
O=C(c1c(Cl)nc2sccn12)N1CCOCC1	106	0.7
CCc1ccccc1NC(=O)Cn1c(=O)n(Cc2ccc(OC)cc2)c(=O)c2oc3ccccc3c21	108	0.3
COc1ccccc1N1CCN(S(=O)(=O)CCNC(=O)C2CC(=O)N(c3ccccc3)C2)CC1 (stereo not given)	104	-0.7
CCN(C(C)=O)c1nc2c3ccccc3n(C(C)=O)c2s1	102	0
COC(=O)c1c(C)c(C)c(C(=O)OC)c(C)c1C	101	0.1
Cc1cc(NC(=S)NC(C)(C)C)ccc1Br	108	0.5
Cc1ccc(C(=O)Nc2nccs2)c(C)c1	100	-0.5
Cc1cc(C)nc(SCC(=O)c2ccccc2)n1	103	0.3
O=C(COc1ccccc1)NCC(=O)Nc1nc(CC23CC4CC(CC(C4)C2)C3)cs1	101	-0.1
CC1(C)CN=C(NCc2ccccc2Cl)S1	100	0.2
Cc1cc(Nc2ccccc2C)c2cccc(C)c2n1	103	0
COC(=O)c1ccc2c(c1)CN(c1ccc(Br)cc1)C2	107	0.5
CC1(C)CC(=O)C=C(NNC(=O)C23CC4CC(CC(C4)C2)C3)C1	101	0.1
CCSc1nnc(SCC(=O)c2ccc3[nH]c(=O)[nH]c3c2)s1	91	-1.6
COc1ccc(Nc2cc(C(=O)NCCCN(C)C3CCCCC3)c3ccccc3n2)c(OC)c1	109	0.1

Filtered by structure: the entries above containing an aryl methoxy group.
SMILES	Polio RdRp inh	Polio RdRp inh FP z-score
COc1ccc(-c2nc(Cn3c(=O)cc(C)c4c(C)nn(-c5ccccc5)c43)c(C)o2)cc1OC	113	1.6
COc1ccc(CCn2c3c(c(=O)[nH]c2=O)C(NC(=O)c2ccccc2F)(C(F)(F)F)C(=O)N3)cc1OC (stereo not given)	106	0.1
COc1ccccc1N1CCN(CCCC#N)CC1	101	-0.3
COc1ccc(-c2nc(CSCC(=O)N3CCN(c4ccc(OC)cc4)CC3)c(C)o2)cc1	101	-0.6
COc1ccc(C(C(C#N)C#N)C2C(=O)N(Cc3ccccc3)N=C2C)cc1 (stereo not given)	101	-0.3
COc1ccc(CCn2c(NCc3ccco3)nc3c2c(=O)[nH]c(=O)n3C)cc1	103	0.4
CCN(CC)C(=O)CSc1nc2cc3c(cc2c(=O)n1CCCCCC(=O)NCCc1ccc(OC)c(OC)c1)OCO3	102	-0.8
CCC(Sc1nc2c(c(=O)[nH]1)CCC2)C(=O)Nc1cccc(OC)c1 (stereo not given)	102	-0.1
COc1ccc(C)cc1NC(=O)c1cc2ccccn2n1	101	-1.1
COc1ccccc1OCc1nnc(SCC(=O)N(C)C)o1	102	0.2
CCOC(=O)C1CCN(C(=O)c2nn(-c3ccc(OC)c(Cl)c3)c(=O)c3c2c2ccccc2n3C)CC1	107	0.5
COc1ccc(CCNC(=O)c2cc3c(s2)-c2c(C)cccc2OC3)c(OC)c1	102	-0.8
CCOC(=O)c1ccc(OCc2nc(-c3ccc(OC)c(OC)c3)no2)cc1	103	0.3
COc1ccc(N=Cc2ccc3ncccc3c2)cc1N	69	-12
COc1cc2c(cc1OC)CN(C1CC(=O)N(CCc3ccccc3)C1=O)CC2 (stereo not given)	106	0.5
COC(=O)c1ccc2c(=O)n3nc(Nc4cc(OC)ccc4OC)sc3nc2c1	113	1.6
COc1cc(CCC(=O)NCc2ccccc2)cc(OC)c1OC	102	0
CCc1ccccc1NC(=O)Cn1c(=O)n(Cc2ccc(OC)cc2)c(=O)c2oc3ccccc3c21	108	0.3
COc1ccccc1N1CCN(S(=O)(=O)CCNC(=O)C2CC(=O)N(c3ccccc3)C2)CC1 (stereo not given)	104	-0.7
COc1ccc(Nc2cc(C(=O)NCCCN(C)C3CCCCC3)c3ccccc3n2)c(OC)c1	109	0.1

Screens as filed in PubChem BioAssay.

Some of the compounds tested (hit frequency here may not be typical).
